PLAP activator: activators of human placental alkaline phosphatase; purified PLAP enzyme, luminescent substrate read-out; hits give high values; activation fold at 20 µM; 96,000 compounds, 1.2% hits; AID 696; in the data active means activation fold above about 2
CYP2C19 inh: blocks human cytochrome P450 2C19. CYP2C19 Supersomes, luciferin-H EGE luminescence, 30 min. AID 778. P33261. 96,000 compounds, 21% hits. inhibition, % at 5 µM;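 active means CYP2C19 inhibition above a set limit at 5 µM in the primary screen, cut at about 50% in these data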;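 further: plate controls were negative control wells for no effect and 2.5 mM tranylcypromine positive control for full effect; values of inactives mirror those of a sister screen read the other way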
Ecoli WT expand: E. coli BW25113 growth inhibition, expanded screen. AID 710. OD600 absorbance. growth inhibition, % at 100 µM. 98,000 compounds, 0.15% hits;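 active means growth inhibition above about 50% at one test dose, limit read from the data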;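 further: growth measured after 20 h incubation at 37 °C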
CYP2C9 activ: increases human cytochrome P450 2C9 activity | AID 1024 | recombinant CYP2C9, luciferin-H conversion, luminescence; hits give high values; factor 1 = untreated enzyme, 0 = blocked | 96,000 compounds, 1.4% hits | activation factor at 5 µM | P11712;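 active means activation factor of 2 or more for CYP2C9 at a 5 µM dose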;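 further: 0 = sulfaphenazole-blocked wells and 1 = vehicle-only wells; values of inactives mirror those of a sister screen read the other way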
EphB4 antag: EphB4-ephrin-B2 interaction antagonism; P54760; EphB4 LBD / TNYL-RAW-Alexa532 peptide, fluorescence polarization; inhibition, % at 7 µM; 97,000 compounds, 0.15% hits; AID 720;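 active means inhibition above the screen-wide mean inhibition plus 3 SD, cut at about 15% in these data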;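 further: 0% = DMSO wells and 100% = excess unlabeled TNYL-RAW peptide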
Target sequence (P54760 whole entry, looked up, the tested form may be a part): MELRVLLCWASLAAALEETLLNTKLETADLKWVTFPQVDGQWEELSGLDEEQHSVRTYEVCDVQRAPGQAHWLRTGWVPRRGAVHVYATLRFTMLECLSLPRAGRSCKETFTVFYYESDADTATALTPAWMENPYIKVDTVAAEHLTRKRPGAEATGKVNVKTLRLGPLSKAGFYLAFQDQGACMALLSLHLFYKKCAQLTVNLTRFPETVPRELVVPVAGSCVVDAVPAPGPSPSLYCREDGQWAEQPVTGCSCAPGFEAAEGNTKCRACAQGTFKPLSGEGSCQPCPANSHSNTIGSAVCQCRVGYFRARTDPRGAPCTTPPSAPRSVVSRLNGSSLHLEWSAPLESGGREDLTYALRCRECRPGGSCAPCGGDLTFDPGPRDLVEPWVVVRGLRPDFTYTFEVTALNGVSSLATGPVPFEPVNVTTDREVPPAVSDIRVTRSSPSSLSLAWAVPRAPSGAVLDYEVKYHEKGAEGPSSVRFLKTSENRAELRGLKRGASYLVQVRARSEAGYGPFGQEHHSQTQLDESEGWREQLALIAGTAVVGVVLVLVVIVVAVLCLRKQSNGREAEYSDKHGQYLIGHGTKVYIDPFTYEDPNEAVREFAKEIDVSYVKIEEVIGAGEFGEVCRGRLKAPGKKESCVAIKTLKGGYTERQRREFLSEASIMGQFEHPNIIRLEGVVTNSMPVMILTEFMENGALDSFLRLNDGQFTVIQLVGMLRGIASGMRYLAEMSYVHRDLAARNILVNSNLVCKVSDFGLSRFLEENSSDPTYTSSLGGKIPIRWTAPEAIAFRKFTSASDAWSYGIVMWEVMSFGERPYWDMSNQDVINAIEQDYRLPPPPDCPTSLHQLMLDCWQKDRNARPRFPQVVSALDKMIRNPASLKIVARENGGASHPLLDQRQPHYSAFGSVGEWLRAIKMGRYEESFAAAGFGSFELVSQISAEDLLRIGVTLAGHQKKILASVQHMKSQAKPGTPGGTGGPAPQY
PostGolgi yeast: growth inhibition of a yeast mutant, post-Golgi transport screen; post-Golgi transport phenotypic cell assay; inhibition, % at 10 µM; 98,000 compounds, 0.9% hits; AID 739; in the data active means inhibition above about 30%;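 further: yeast cells grown in 1536-well plates; yeast grown about 18 h at 30C before absorbance read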
CYP2C19 activ: activators of human cytochrome P450 2C19; 96,000 tested, under 10 active; AID 1025; recombinant CYP2C19, luciferin-H EGE luminescence; hits give high values; 0 = fully inhibited enzyme, 1 = untreated enzyme; activation factor at 5 µM; P33261;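 active means activation factor of at least 2 at 5 µM in the primary screen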;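 further: 0 = wells with 2.5 mM tranylcypromine and 1 = vehicle-only wells; values of inactives mirror those of a sister screen read the other way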
PTK2B oligo ant: blocks oligomerization of human Pyk2 in cells; 99,000 compounds, 0.83% hits; Q14289; Q293 cells, Pyk2 FERM NanoBiT luminescence; hits give low values; z-score (the deposit names both 25 µM and 10 µM); AID 1347419;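 active means Z-score of -3 or lower, scaled per plate to the spread of control and sample wells; inactive means z-score above -3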;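 further: negative z-score means lost luminescence so less FERM oligomerization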
CYP2C9 inhib: blocks human cytochrome P450 2C9 | P11712 | CYP2C9 Supersomes, luciferin-H conversion, luminescence | inhibition, % at 5 µM | 96,000 compounds, 20% hits | AID 777;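 active means blocking of liver enzyme CYP2C9 beyond about 50% at 5 µM, limit read from the data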; further: values of inactives mirror those of a sister screen read the other way
* hit, by the source's call; · = no result given.

Sequence of screens: PTK2B oligo ant, PLAP activator, CYP2C9 inhib, PostGolgi yeast, CYP2C19 activ, CYP2C9 activ, CYP2C19 inh, Ecoli WT expand, EphB4 antag
CCOC(=O)C1=C(SCC(=O)Nc2ccccc2)NC(=O)C(C#N)C12CCCCC2 (stereo not drawn)
 : -1.9, 1.5, 85*, -3, 0.1, 0.2, 93*, 0, 1
COCc1cc(C)nc(SCC(=O)NCc2ccco2)c1C#N
 : -0.14, 0.8, 17, -47, 0.6, 0.8, 38, 4, ·
Cc1ccc(Nc2nc(N)nc(CSc3nccn3C)n2)c(C)c1
 : -0.48, 0.8, -7, 9, 0.9, 1.1, 8, 9, -8
COc1ccc(C(=O)NCCc2ccc(S(N)(=O)=O)cc2)cc1OC
 : 0.11, 1, -7, -2, 1.1, 1.1, -6, 5, 6
CN(C)C(=O)C1OC(C)(C)OC1C(=O)N(C)C (stereo not drawn)
 : 0.01, 0.9, 2, 8, 1, 1, -4, 4, 10
CN1CCN(CC(=O)n2c3c(c4ccccc42)CCCC3)CC1
 : 0.39, 1.4, -37, 4, 0.8, 1.4, 24, 2, 6
CCOC(=O)/C(C#N)=C/C1=C(N2CCCC2)CC(C)(C)OC1
 : 0.02, 0.8, 23, -2, 0.9, 0.8, 8, -3, -9
COc1ccc(CSC2=NCCN2)cc1Cl
 : 0.11, 0.9, -8, 0, 0.9, 1.1, 11, -1, 0
Cc1cccc(-c2nnc3sc(-c4ccccc4C)nn23)c1
 : -1.8, 1.6, 81*, 6, 0.1, 0.2, 89*, -13, ·
COc1ccc(C2/C(=C(/O)c3ccccc3)C(=O)C(=O)N2CC(C)O)c(OC)c1 (stereo not drawn)
 : 0.5, 1, 18, -11, 1, 0.8, 1, 1, 10
C=CCN1CCN(C(c2ccc(Cl)cc2)c2nnnn2CCc2ccc(OC)c(OC)c2)CC1 (stereo not drawn)
 : 0.38, 1.5, 3, 8, 0.9, 1, 9, 0, 5
O=C(NCc1ccncc1)c1ccc(Cn2cc(C(F)(F)F)ccc2=O)cc1
 : 0.03, 0.8, 50, 11, 0.9, 0.5, 8, 2, 3
C/C(N)=C(/C#N)C(=O)COC(=O)CSc1ccccc1
 : 1.9, 1.6, 40, -3, 0.5, 0.6, 48, -11, -2
CC1=NNC(=O)C1CCC(=O)N/N=C\c1ccccc1[N+](=O)[O-] (stereo not drawn)
 : 0.7, 1.2, 1, 4, 0.9, 1, 10, -6, -1
CCN(CC)C(=O)c1sc2nc(-c3ccncc3)[nH]c(=O)c2c1C
 : -0.02, 1.1, 21, 4, 0.4, 0.8, 63*, -2, 2
COc1ccc(-n2c(C)cc(C(=O)CSc3nn4c(=O)c(C(C)(C)C)nnc4s3)c2C)cc1
 : -0.32, 1.5, 78*, -8, 0.4, 0.2, 58*, -4, -1
CC1CC(C)CN(C(=O)CSc2nnc(-c3ccc(Cl)s3)o2)C1 (stereo not drawn)
 : ·, 1.1, 18, 7, 0.6, 0.8, 39, -2, ·
CC(=O)NC1=NC(=O)/C(=C/N2CCCCC2)S1
 : 1.2, 1.1, 0, 3, 1, 1, 2, 2, 4
CN(C)c1cccc(NC2=CC(=[N+]3CCOCC3)CC(C)(C)C2)c1
 : -0.71, 0.8, 12, -3, 0.9, 0.9, 6, -12, -3
CC1CCN(c2nc3ccc(C(=O)N4CCN(Cc5ccc6c(c5)OCO6)CC4)cc3s2)CC1
 : ·, 1.5, 90*, 10, 0.1, 0.1, 94*, -18, -7

A stretch taken from the entries so far, as a working copy:
Sequence of screens: PTK2B oligo ant, PLAP activator, CYP2C9 inhib, PostGolgi yeast, CYP2C19 activ, CYP2C9 activ, CYP2C19 inh, Ecoli WT expand, EphB4 antag
CN1CCN(CC(=O)n2c3c(c4ccccc42)CCCC3)CC1
 : 0.39, 1.4, -37, 4, 0.8, 1.4, 24, 2, 6
CCOC(=O)/C(C#N)=C/C1=C(N2CCCC2)CC(C)(C)OC1
 : 0.02, 0.8, 23, -2, 0.9, 0.8, 8, -3, -9
COc1ccc(CSC2=NCCN2)cc1Cl
 : 0.11, 0.9, -8, 0, 0.9, 1.1, 11, -1, 0

The list goes on.
Sequence of screens: PTK2B oligo ant, PLAP activator, CYP2C9 inhib, PostGolgi yeast, CYP2C19 activ, CYP2C9 activ, CYP2C19 inh, Ecoli WT expand, EphB4 antag
O=C(NCC1CCCO1)c1csc2c1CCCC2 (stereo not drawn)
 : 0.57, 1.1, -47, -3, 1, 1.5, 0, -8, -1
CC1CCCN(S(=O)(=O)c2ccc(S(=O)(=O)N3CCCN(Cc4ccccc4)C3)cc2)C1 (stereo not drawn)
 : 0.89, 0.8, 85*, ·, 0, 0.2, 95*, ·, ·
COc1ccc(C2=NOC(Cn3c(Cc4ccc(Cl)cc4)nc4c3c(=O)n(C)c(=O)n4C)C2)cc1 (stereo not drawn)
 : -0.76, 1.6, 82*, -3, 0.3, 0.2, 74*, -1, 5
COC(=O)c1sc(N2C(=O)c3oc4ccccc4c(=O)c3C2c2cccs2)nc1C (stereo not drawn)
 : -0.92, 0.9, -58, -5, 0.9, 1.6, 11, 1, 0
CCOCCCNc1ncc2c(n1)CC(c1ccc(C)cc1)CC2=O (stereo not drawn)
 : 1.8, 0.9, 59*, -5, 0.6, 0.4, 41, 17, 5
CCn1c(Cc2ccccc2)nnc1SCC(=O)Nc1nccs1
 : 0.46, 1.1, 10, 13, 0.7, 0.9, 28, 9, -11
Cc1ccc(NC(=O)N2CCOCC2)c(C)c1
 : -0.71, 1.1, 1, 3, 1, 1, 4, -1, -3
O=C(NC1CCCCC1)c1cccs1
 : 1.1, 0.9, 4, 10, 1, 1, -2, 8, -2
O=C1N2CCCc3cccc(c32)C12Nc1ccccc1S2 (stereo not drawn)
 : -0.46, 0.7, 0, -3, 0.8, 1, 23, 2, 9
O=C1CCC(C(=O)OCc2c(Cl)cccc2Cl)N1 (stereo not drawn)
 : 1.1, 0.9, -16, -4, 1.1, 1.2, -9, 6, -2
CN(C)CCNC(=O)c1cc2ccccc2oc1=O
 : 0.42, 1.1, -19, -12, 1.2, 1.2, -17, 4, 0
CC(C)(C)NC(=O)Cn1nnc(-c2cccs2)n1
 : 1.8, 0.9, 8, -9, 0.9, 0.9, 11, 8, 7
O=[N+]([O-])c1nn(-c2ccccc2)n(O)c1=NCc1ccc2c(c1)OCO2
 : 0.55, 0.6, 53*, -8, 0.2, 0.5, 77*, 8, -10
COc1ccccc1-n1c(SCC(=O)N2CCCCC2)nnc1-c1ccccc1O
 : -0.74, 0.9, 35, 3, 0.7, 0.7, 27, 5, -15
COc1ccccc1NC(=O)Cc1noc(CSc2cccc[n+]2[O-])n1
 : 0.32, 1, -13, -6, 1, 1.1, -3, 8, 2
Nc1c2c(nc3ccccc13)N(C1CCCCC1)CC2
 : 1.4, 1.2, -9, 4, 1, 1.1, -4, 10, ·
COc1ccc(N2C(=O)CCC(C(=O)NCc3ccccn3)C2c2ccc(F)cc2)cc1 (stereo not drawn)
 : 0.48, 1.8, -4, 5, 1, 1, -2, 8, 3
CC(=O)C1=C(O)C(=O)N(CO)C1c1ccccc1F (stereo not drawn)
 : 0.69, 1, 1, 4, 1, 1, 3, -4, ·
Cc1cc(/C([O-])=C(/C(=S)Nc2ccc(F)cc2)[n+]2ccccc2)c(C)n1-c1ccc(F)cc1
 : 0.38, 1, 4, -1, 0.9, 1, 10, 5, -1
Cc1cc(C)nc(SCC(=O)N/N=C/c2cccn2-c2cccc(C(F)(F)F)c2)n1
 : 0.31, 1.5, 17, 2, 0.7, 0.8, 32, 8, 10
Cc1sc(NC(=O)c2ccco2)c(CN2CCN(c3ccccn3)CC2)c1C
 : -1.5, 1.2, 89*, -5, 0.3, 0.1, 65*, -6, 3
CC(C)C(=O)Nc1ccc(-c2nc3cccnc3o2)cc1
 : -0.11, 1.3, -16, -4, 1, 1.2, -1, 3, 5
Cc1c(C(=O)NCc2ccc3c(c2)OCO3)oc2ccc(S(=O)(=O)N3CCCC3)cc12
 : -1.1, 1.1, 48, -18, 1, 0.5, 3, 4, ·
CSCCC(Nc1ncnc2ccc(Br)cc12)C(=O)O (stereo not drawn)
 : -0.46, 1.2, 29, -9, 1, 0.7, 3, -15, -9
CCN(CC)C(=O)COc1ccc(CC(=O)O)cc1OC
 : -0.27, 1, 2, -7, 1.1, 1, -6, 0, 0
CC(CC(=O)Nc1cc([N+](=O)[O-])ccc1Cl)c1ccccc1 (stereo not drawn)
 : -0.24, 0.9, 7, 1, 0.5, 0.9, 51*, 3, 0
Cc1ccccc1NC(=O)C1(NC(=O)c2cccc(N3C(=O)CSC3c3ccccc3)c2)CCCCC1 (stereo not drawn)
 : -0.21, 1.6, 45, 7, 0.8, 0.5, 23, -3, 4
CC1(C)Oc2ccc(C(=O)N3CCOCC3)cc2N(CC(=O)Nc2ccccc2)C1=O
 : 0.01, 1.4, 46, 14, 0.7, 0.5, 30, -7, ·
CC[N+]1(C)CCC(=C2c3ccccc3CC(=O)c3sccc32)CC1 (stereo not drawn)
 : 0.48, 0.8, -3, 4, 1.2, 1, -19, -4, 8
CC(C)Cc1ccc(S(=O)(=O)N2CCOCC2)cc1
 : 0.4, 0.9, 6, 0, 0.9, 0.9, 14, 5, 5
O=C(Nc1ccccc1Oc1ccccc1)c1cccc([N+](=O)[O-])c1
 : -0.94, 0.8, 50, 6, 0.7, 0.5, 27, -1, 1
COc1ccc(C(C)C)cc1S(=O)(=O)n1cnc(C)c1
 : 0.61, 1.2, -1, 9, 0.9, 1, 6, -1, 11
CCOC(=O)N1CCC(N2Cc3cccc(C(=O)NCc4ccccn4)c3C2=O)CC1
 : ·, 1.5, 95*, 3, 0.3, 0.1, 74*, 4, -4
Cn1c(=O)[nH]c(=O)c2c1nc(CN1CCN(c3cccc(Cl)c3)CC1)n2CCc1ccccc1
 : 0.41, 1.3, 23, -2, 0.9, 0.8, 12, -13, -8
COc1ccc(-c2noc(CCC(=O)Nc3cccc(C)c3)n2)cc1
 : 0.97, 1.2, 13, -4, 0.7, 0.9, 31, -5, 1
COC(=O)c1sc2ncccc2c1OCc1cccc(Cl)c1
 : 2.3, 1, 2, 10, 1, 1, -2, -10, 0
O=C(COC(=O)c1cccc(S(=O)(=O)N2CCc3ccccc32)c1)NC1CCS(=O)(=O)C1 (stereo not drawn)
 : -0.02, 1.6, 31, -3, 0.6, 0.7, 42, 2, 0
O=C(CCn1nnc2ccccc2c1=O)N[C@H](C(=O)O)c1ccccc1
 : 0.32, 0.9, 1, -9, 1.1, 1, -9, 5, -6
O=C(c1cc(-c2cccs2)on1)N1CCN(c2ccccc2)CC1
 : 0.52, 0.9, 72*, 5, 0.4, 0.3, 63*, -9, -3
Cc1cc2nc(C)n3c4ccccc4nc3n2n1
 : 1.2, 1, -12, -4, 1.1, 1.1, -13, 3, 0

5 compounds out of the list above, sorted by the number in PTK2B oligo ant, rising:
SMILES,PTK2B oligo ant
O=C(Nc1ccccc1Oc1ccccc1)c1cccc([N+](=O)[O-])c1,-0.94
CCN(CC)C(=O)COc1ccc(CC(=O)O)cc1OC,-0.27
CC(C)C(=O)Nc1ccc(-c2nc3cccnc3o2)cc1,-0.11
CC(C)Cc1ccc(S(=O)(=O)N2CCOCC2)cc1,0.4
COC(=O)c1sc2ncccc2c1OCc1cccc(Cl)c1,2.3

(listing goes on)
Sequence of screens: PTK2B oligo ant, PLAP activator, CYP2C9 inhib, PostGolgi yeast, CYP2C19 activ, CYP2C9 activ, CYP2C19 inh, Ecoli WT expand, EphB4 antag
O=C(N1CCN(c2ccc(F)cc2)CC1)C12CC3CC(CC(C3)C1)C2
 : 0.08, 1, 48, -4, 0.7, 0.5, 26, 4, 2
Cc1ccc(NC(=O)CCSc2nc(C)cc(C)n2)cc1
 : -0.19, 0.8, 32, 0, 0.6, 0.7, 43, 5, 1
COc1ccc(S(=O)(=O)N(C)c2c(C)n(C)n(-c3ccccc3)c2=O)cc1OC
 : 0.58, 1.6, 0, 3, 0.3, 1, 71*, 5, 3
O=C(CCSc1nc(-c2ccco2)cc(C(F)(F)F)n1)N1CCCc2ccccc21
 : 0.66, 1.6, 92*, -3, 0, 0.1, 96*, -17, -3
